TIM10 inh: growth inhibitors of isogenic TIM10 control yeast, primary screen, counter-screen for tim10-1 yeast inhibitor project, luminescence, uHTS; S. cerevisiae TIM10 strain growth, BacTiter-Glo luminescence, 24 h; inhibition, % at 10 µM; 330,000 compounds, 1.4% hits; AID 463195, 2010;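 active = inhibition of 40% or more at the single tested concentration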;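 note: wild-type TIM10 isogenic control strain grown at permissive 25 °C; 0% = DMSO yeast wells and 100% = minimal medium wells without yeast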
CHOP UPR activ: activators of apoptotic CHOP UPR arm, primary screen, cell-based, CHO-CHOP luciferase reporter, luminescence, uHTS; UPR activation; percent of tunicamycin response over DMSO baseline; activation, % at 10 µM; 330,000 compounds, 0.34% hits; AID 449763, 2010;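 active = at 10 µM dose, activation of 40% or more, normalized to positive control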;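 note: 100% = tunicamycin at 10 µg/mL and 0% = DMSO alone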
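Assay system: CHO-CHOP cells, stable luciferase reporter of PERK-eIF2a-CHOP signalling / Buffer or medium: F12 plus 10% serum / Compound dosing: one dose, 10 µM in 0.5% DMSO / Times: 6 h compound treatment, 37 °C / Technique: luciferase luminescence / Read-out: % reporter activation, DMSO baseline versus tunicamycin full activation / Benchmarks: tunicamycin and DMSO controls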
tim10-1 inh: growth inhibitors of tim10-1 mutant yeast, primary screen, luminescence, uHTS. S. cerevisiae tim10-1 ts strain growth, BacTiter-Glo, 24 h. inhibition, % at 20 µM. AID 463190, 2010. 330,000 compounds, 2.2% hits;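 active = inhibition of at least 40%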;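 note: mutant grown at 25 °C; 0% = DMSO wells with yeast and 100% = wells holding no yeast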
tim23-1 inh: growth inhibitors of tim23-1 mutant yeast, primary screen, luminescence, uHTS | S. cerevisiae tim23-1 growth, BacTiter-Glo luminescence, 24 h | inhibition, % at 20 µM | 330,000 compounds, 1.3% hits | AID 463212, 2010;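 active = growth inhibition of the mutant yeast at or above 50%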;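 note: temperature-sensitive mutant grown at 25 °C; plate controls were DMSO-treated mutant yeast for no effect and medium wells lacking yeast for full effect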
Jurkat NFkB inh: inhibitors of induced NF-kB luciferase reporter, primary screen, TCR NF-kB activation inhibitor project, cell-based, luminescence, uHTS. Jurkat, PMA/ionomycin-induced NF-kB luciferase reporter. inhibition, % at 4 µM. 330,000 compounds, 0.53% hits. AID 435003, 2010; in the data active = inhibition above about 50%
UPR XBP1 act: activators of adaptive XBP1 UPR arm, primary screen, cell-based, CHO-XBP1 luciferase reporter, luminescence, uHTS; IRE1-XBP1 UPR activation; percent of tunicamycin response, DMSO as zero; activation, % at 20 µM; 330,000 compounds, 0.33% hits; AID 463104, 2010;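 active = versus positive control, 20 µM dose yields 30% or more activation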;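 note: 100% = tunicamycin at 10 µg/mL and 0% = DMSO only wells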
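assay system = CHO-XBP1 luciferase reporter cells | amount = 1000 cells/well | buffer or medium = F12 plus 10% FBS | compound dosing = single point, 20 µM final compound, 1% DMSO | incubation = 16-18 h cell attachment at 37 °C, then 6 h compound exposure | detection = Steady-Glo luminescence read | controls = tunicamycin 10 µg/mL and vehicle-only wells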
Mdm2 MdmX PPI: inhibitors of human Mdm2-MdmX association, primary screen, cell-based, luminescence, split luciferase, SaOS-2, uHTS | inhibition, % at 8 µM | AID 485346, 2010 | SaOS-2 split-luciferase Mdm2/MdmX complementation | 330,000 compounds, 3% hits | Protein Mdm4 (Homo sapiens) + E3 ubiquitin-protein ligase Mdm2 (Homo sapiens), …;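 active = inhibition of at least 50% at 8 µM in the primary screen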
Target sequence (O15151 whole entry, looked up): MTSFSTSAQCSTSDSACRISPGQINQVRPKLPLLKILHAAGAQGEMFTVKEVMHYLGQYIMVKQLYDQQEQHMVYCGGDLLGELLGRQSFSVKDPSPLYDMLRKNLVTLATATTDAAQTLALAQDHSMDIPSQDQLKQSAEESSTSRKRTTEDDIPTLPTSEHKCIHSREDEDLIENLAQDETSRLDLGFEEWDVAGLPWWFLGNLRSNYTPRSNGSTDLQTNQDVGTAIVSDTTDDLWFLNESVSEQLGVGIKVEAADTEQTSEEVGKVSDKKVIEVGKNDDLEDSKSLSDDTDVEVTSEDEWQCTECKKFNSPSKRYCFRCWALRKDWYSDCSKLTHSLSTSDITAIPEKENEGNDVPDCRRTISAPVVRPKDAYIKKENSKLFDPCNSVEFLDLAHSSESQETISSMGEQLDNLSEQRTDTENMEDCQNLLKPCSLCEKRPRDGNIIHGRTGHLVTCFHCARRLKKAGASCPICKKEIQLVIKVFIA
Target sequence (Q00987 whole entry, looked up): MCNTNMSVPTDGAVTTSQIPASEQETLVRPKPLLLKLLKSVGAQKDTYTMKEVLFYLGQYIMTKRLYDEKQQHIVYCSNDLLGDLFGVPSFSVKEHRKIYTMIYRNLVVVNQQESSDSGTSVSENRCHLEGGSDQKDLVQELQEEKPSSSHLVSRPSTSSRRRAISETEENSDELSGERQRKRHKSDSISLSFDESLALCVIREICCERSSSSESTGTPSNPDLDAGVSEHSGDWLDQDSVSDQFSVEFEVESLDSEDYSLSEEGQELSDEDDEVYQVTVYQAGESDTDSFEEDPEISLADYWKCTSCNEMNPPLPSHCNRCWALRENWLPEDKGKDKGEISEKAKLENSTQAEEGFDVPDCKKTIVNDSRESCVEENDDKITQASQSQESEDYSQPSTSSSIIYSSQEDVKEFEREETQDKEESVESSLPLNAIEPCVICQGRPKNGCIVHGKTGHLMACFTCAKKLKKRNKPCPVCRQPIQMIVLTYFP
697 NFkB inh: inhibitors of PMA/ionomycin-induced NF-kB reporter, 697 cells, primary screen, B-cell NF-kB inhibitor project, cell-based, luminescence, uHTS; 697 B-cell NF-kB luciferase reporter, 16 h; inhibition, % at 4 µM; 330,000 compounds, 0.33% hits; AID 435022, 2010; in the data active = inhibition above about 35%
An asterisk follows results filed as active. Random draw from the library. About 6.6% of those tested had a hit in this group.

SMILES	TIM10 inh	CHOP UPR activ	tim10-1 inh	tim23-1 inh	Jurkat NFkB inh	UPR XBP1 act	Mdm2 MdmX PPI	697 NFkB inh
CCCNc1nc(C)cc(-c2cc(-c3ccccc3)on2)n1	7.4	-0.8	14.3	15.2	-3.1	-0.8	10.0	-8.5
c1ccc2c(c1)nnn1c3ccccc3nc21	-1.4	-2.0	38.1	19.3	-127.7	-1.4	-128.6	-229.6
O=C(O)CCCC(=O)Nc1nc2n(n1)C(c1ccc(F)cc1)CC(c1ccc(Cl)cc1)N2 (stereo not drawn)	4.4	-2.4	11.1	-1.8	1.0	-2.0	-1.8	5.8
C/C=C(\CS(=O)(=O)c1ccccc1)S(=O)(=O)c1ccccc1	19.2	0.4	31.6	32.7	3.3	1.3	6.7	-10.6
CC1(C)CC(=O)C2=C(C1)Nc1ccccc1NC2c1ccc(F)cc1 (stereo not drawn)	6.3	2.3	-1.0	4.3	7.2	-2.6	-0.8	-20.3
CN(C)S(=O)(=O)c1ccc(C(=O)N2CCOCC2)cc1	12.4	1.3	3.7	-9.5	16.4	-2.9	10.6	2.0
Cc1ccc2[nH]c3c(c2c1)CN(C(=O)CN1CCN(Cc2ccc4c(c2)OCO4)CC1)CC3	17.6	2.8	11.3	-2.1	1.9	-3.1	43.1	2.6
O=C(CSc1nnc(-c2ccccc2)o1)Nn1cnnc1	-1.3	3.8	4.9	8.2	16.0	1.1	-9.3	13.5
CN(C)CC(C)(C)CNC(C(=O)Nc1ccc(Cl)cc1C(F)(F)F)c1ccccc1 (stereo not drawn)	-2.1	-1.6	7.3	21.4	2.3	-3.0	21.9	-1.7
O=S1(=O)CCN(OCc2ccc(Cl)cc2)CC1	7.7	-1.4	2.9	3.8	3.4	-1.5	-11.3	2.1
O=C(Cn1cnc2c(cnn2-c2ccccc2)c1=O)c1ccc(Cl)cc1	-2.2	1.0	-9.8	7.2	-9.3	-0.8	-1.6	12.5
COCCN(CC1CCCN(C2Cc3ccccc3C2)C1)C(=O)c1ccc(C(C)=O)cc1 (stereo not drawn)	14.9	3.3	0.6	2.5	6.4	-4.3	-13.1	-14.0
Cc1cccc(NC(=S)N(CCCN2CCOCC2)Cc2cn(C)c3ccccc23)c1	12.7	0.8	30.9	-7.9	4.8	-1.4	2.4	-61.6
CCCCOP(=O)(c1ccc(N(C)C)cc1)C(O)c1ccc(OC)c(OC)c1 (stereo not drawn)	-0.8	-0.2	2.4	-4.9	-4.0	-3.7	10.4	16.9
CCCCCCCNC(=O)C1(CC2CC(c3ccccc3)=NO2)CCN(C(=O)OC(C)(C)C)CC1 (stereo not drawn)	5.2	4.3	5.9	20.4	-17.8	2.5	-19.1	-25.4
CC(NC(=S)N1CCOCC1)c1ccccc1 (stereo not drawn)	2.4	-3.0	7.0	-5.2	1.1	0.8	9.6	3.1
Cc1ccc(-c2csc3nc(C(C)C)oc(=O)c23)c(C)c1	10.6	0.7	15.8	13.3	25.7	0.0	31.7	17.2
O=C1CC(c2ccccc2)CC2=C1C=Nc1ccccc1N2 (stereo not drawn)	-9.9	1.1	7.9	11.3	16.6	0.7	31.5	-28.4
CN(CC(=O)Nc1cccc(F)c1)C(=O)c1ccccc1CCc1ccccc1	-13.5	-1.0	16.9	20.3	-5.2	-3.6	7.7	2.6
CC1=NN(c2nc3ccccc3[nH]2)C(=O)C1Cc1ccccc1 (stereo not drawn)	13.0	5.2	20.9	67.1*	2.5	2.9	84.7*	-12.4
Cc1c(C(=O)Nc2ccccc2)csc1-c1ccccc1	18.4	2.7	9.6	4.3	-265.7	-1.6	-234.7	5.6
[O-]/C(=C(\C(=S)Nc1ccccc1F)[n+]1ccccc1)c1ccc(OC(F)F)cc1	10.8	0.3	24.6	31.5	-15.2	1.2	-34.7	-4.5
O=C(Cc1nc(-c2cnccn2)no1)NNC(=O)Nc1ccccc1	-14.7	0.7	-6.5	10.9	-11.5	2.2	24.1	3.1
O=C(C1=C[C@@H](c2ccc(C(F)(F)F)cc2)C[C@@H](OCCCCO)O1)N1CCN(Cc2ccccc2)CC1	23.6	2.9	23.3	24.1	-0.1	2.0	8.0	-0.6
Cc1ccc(NC(=O)NCCN2CCCCC2)cc1C	8.8	3.3	-14.3	-4.2	-6.3	-0.7	2.9	17.6
The results go on:
SMILES	TIM10 inh	CHOP UPR activ	tim10-1 inh	tim23-1 inh	Jurkat NFkB inh	UPR XBP1 act	Mdm2 MdmX PPI	697 NFkB inh
CC1CCN(CCOCCOc2ccccc2Br)CC1	7.9	0.0	-13.9	-9.0	4.4	3.1	3.1	-4.2
Cc1nc(C)n(C(Oc2ccc(Cl)cc2Cl)C(=O)C(C)(C)C)n1 (stereo not drawn)	16.0	-1.3	26.2	23.5	-8.3	-2.2	13.7	-9.3
CCCCC(=O)NC1(C(F)(F)F)NC(=O)N(Cc2ccccc2)C1=O (stereo not drawn)	-11.3	-1.4	11.1	9.4	-2.6	-1.7	0.9	1.6
COc1ccc(-n2nc3c(N4CCC(C(=O)NCc5cccc(C)c5)CC4)nnc(C)c3c2C)cc1	7.9	28.2	4.3	0.9	19.0	25.0	99.4*	-37.6
Nc1nccc(-c2cccs2)n1	-20.9	-0.1	16.5	0.6	0.1	0.5	20.8	1.2
CCCN(CC(=O)Nc1cc(Cl)ccc1Cl)C(=O)c1ccccn1	-2.4	-0.4	-6.3	9.6	-9.9	0.4	4.9	8.8
CC(Oc1ccccc1)C(=O)Nc1ccc(C(N)=O)cc1 (stereo not drawn)	9.3	5.1	-1.6	14.2	-6.7	-1.1	-26.3	-3.8
CC(Oc1ccc(Br)cc1)C(=O)Nc1cc(S(=O)(=O)N2CCOCC2)ccc1N1CCCC1 (stereo not drawn)	3.4	0.8	1.8	-2.5	14.4	-4.9	19.7	14.9
Cc1[nH]c2ccccc2c1SCc1nnc(SCc2ccc(Cl)cc2)n1C	25.9	-0.5	21.3	28.9	1.5	-2.1	31.8	-5.7
O=C(C1=NN[C@@H]2C(=O)N(c3ccccc3C(F)(F)F)C(=O)[C@H]12)c1cnccn1	13.0	2.3	5.4	-5.5	15.4	-1.0	-36.3	7.8
OC1(CNCc2ccccc2)C2CC3CC(C2)CC1C3 (stereo not drawn)	5.8	-1.8	10.2	4.0	-8.5	3.4	10.7	7.8
CC(=O)N1CCC(=NNC(=O)CSc2cc(C)c(Br)cc2C)CC1	-8.2	-0.4	21.9	36.5	-2.6	-3.4	26.5	-0.1
N/C(=N\OC(=O)CCCOc1ccccc1)c1ccccc1	51.0*	0.2	44.1*	40.8	18.4	-1.6	1.4	2.8
O=C(NC1CCCCC1)c1ccc(N2CCOCC2)c([N+](=O)[O-])c1	-6.5	0.2	11.6	11.5	6.8	-3.0	18.0	22.6
Cc1cccc(-n2c(C)cc(/C=N/NC(=O)c3ccc(CN4CCOCC4)cc3)c2C)c1	11.9	2.7	13.6	14.3	7.7	3.9	8.1	1.1
CCOC(=O)C1(Cc2ccc(OC)cc2)CCN(C(=O)C2=CCCC2)CC1	13.0	1.1	16.7	21.7	5.6	2.1	-0.3	-14.8
C[C@H](NC(=O)Cc1ccccc1)C(=O)N1CCC2(CC1)NCCc1[nH]cnc12	5.7	0.6	-10.6	-9.2	3.9	-3.2	2.3	-14.3
Cc1ccc(C)c(NC(=S)N(Cc2ccc(Cl)cc2)Cc2ccc(C(=O)O)cc2)c1	12.4	-2.4	10.3	14.0	-0.7	-1.7	3.4	10.3
Cc1cccc(NC(=S)N(CCN(C)C)Cc2cc3cc(C)ccc3[nH]c2=O)c1	32.2	-0.6	16.0	25.7	6.2	-2.9	27.1	-8.3
O=C(O)c1c(-c2ccc(Cl)cc2)cn2ccccc12	19.0	4.1	3.3	5.6	-31.5	-1.6	-0.9	-21.7
CC(C)(C)NC(=O)C(c1ccncc1)N(Cc1ccc(F)cc1)C(=O)c1ccc(-c2ccccc2)[nH]1 (stereo not drawn)	-33.7	0.7	-31.7	15.6	0.8	-3.5	25.6	-1.0
O=C(CN1C(=O)NC2(CCCc3ccccc32)C1=O)N1CCN(c2cccc(C(F)(F)F)c2)CC1 (stereo not drawn)	-4.7	1.3	4.0	11.5	21.0	-0.6	17.4	-32.7
CCN(CC)S(=O)(=O)c1cc(NC(=O)CSc2nnc(-c3cccs3)o2)ccc1C	1.9	-0.6	8.8	7.0	8.4	-3.6	-6.2	12.4
Cc1ccc(NS(=O)(=O)c2cc3c(cc2C)NC(=O)CO3)cc1	14.0	0.7	10.7	1.6	10.1	-0.8	8.3	10.2
COc1ccc(-c2c(-c3cc(OC)cc(OC)c3)n(C)c3ccc(-c4ccc(N(C)C)nc4)cc23)cc1	-10.6	-0.4	2.2	3.4	-25.2	-0.3	17.9	-9.1

Structures shown so far that contain an aryl methoxy group, in the order listed:
SMILES	TIM10 inh	CHOP UPR activ	tim10-1 inh	tim23-1 inh	Jurkat NFkB inh	UPR XBP1 act	Mdm2 MdmX PPI	697 NFkB inh
CCCCOP(=O)(c1ccc(N(C)C)cc1)C(O)c1ccc(OC)c(OC)c1 (stereo not drawn)	-0.8	-0.2	2.4	-4.9	-4.0	-3.7	10.4	16.9
COc1ccc(-n2nc3c(N4CCC(C(=O)NCc5cccc(C)c5)CC4)nnc(C)c3c2C)cc1	7.9	28.2	4.3	0.9	19.0	25.0	99.4*	-37.6
CCOC(=O)C1(Cc2ccc(OC)cc2)CCN(C(=O)C2=CCCC2)CC1	13.0	1.1	16.7	21.7	5.6	2.1	-0.3	-14.8
COc1ccc(-c2c(-c3cc(OC)cc(OC)c3)n(C)c3ccc(-c4ccc(N(C)C)nc4)cc23)cc1	-10.6	-0.4	2.2	3.4	-25.2	-0.3	17.9	-9.1

The list continues:
SMILES	TIM10 inh	CHOP UPR activ	tim10-1 inh	tim23-1 inh	Jurkat NFkB inh	UPR XBP1 act	Mdm2 MdmX PPI	697 NFkB inh
O=C1C2C3C=CC(C3)C2C(=O)N1c1ccc2c(c1)CCC2 (stereo not drawn)	5.7	2.4	-6.7	9.9	-10.6	0.6	-9.4	7.7
CC(NS(C)(=O)=O)C(c1cccs1)N1CCN(c2ccc(F)cc2)CC1 (stereo not drawn)	-2.7	0.4	28.5	23.1	-7.4	-4.0	-2.7	-1.8
CCCc1cc(=O)n2[nH]c(C)c(-c3ccccc3)c2n1	-4.6	-3.3	2.4	8.5	0.4	4.2	23.6	11.1
C#CCOCCOCCOCCNc1nc(N2CCN(C(=O)[C@H]([C@@H](C)CC)n3cc([C@@H](N)CO)nn3)CC2)nc(N2CCN(C(=O)[C@H]([C@@H](C)CC)n3cc([C@@H](N)Cc4ccc(O)cc4)nn3)CC2)n1	-12.3	-1.1	-14.5	-7.7	-9.5	0.2	-11.7	3.6
O=C(CSc1cccc[n+]1[O-])Nc1ccccc1C(F)(F)F	-3.0	1.0	10.7	8.3	8.8	-0.7	-0.6	10.7
Cc1ccc(Oc2cc(N3CCOCC3)nc(-c3ccccc3)n2)cc1	19.3	3.4	-0.6	8.9	-4.4	2.1	6.3	12.4

Source: PubChem BioAssay (Sanford-Burnham Center for Chemical Genomics)
